# Bioassay records: PubChem BioAssay, National Center for Advancing Translational Sciences (NCATS)
# D1 PAM: potentiators of human D1 dopamine receptor; HEK293 TREx D1 cells, calcium flux, dopamine EC20 potentiation; potentiation, % at 10 µM; hit rate 0.036% among 360,000; AID 504651; in the data active = potentiation above about 30%; note: 0% is about no effect
# Target sequence (P21728 whole entry, looked up): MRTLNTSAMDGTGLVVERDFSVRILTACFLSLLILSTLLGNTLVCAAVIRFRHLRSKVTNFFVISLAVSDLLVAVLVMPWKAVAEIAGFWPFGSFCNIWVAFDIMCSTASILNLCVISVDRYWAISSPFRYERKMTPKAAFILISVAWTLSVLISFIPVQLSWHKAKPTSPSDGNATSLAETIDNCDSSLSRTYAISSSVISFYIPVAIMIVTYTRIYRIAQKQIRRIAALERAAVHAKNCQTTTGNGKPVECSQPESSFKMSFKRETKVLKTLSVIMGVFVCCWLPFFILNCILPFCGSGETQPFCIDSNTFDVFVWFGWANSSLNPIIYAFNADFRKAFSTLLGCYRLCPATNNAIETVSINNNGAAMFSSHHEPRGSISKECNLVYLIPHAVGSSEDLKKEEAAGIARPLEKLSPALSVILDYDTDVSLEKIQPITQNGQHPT
# TRHR agonist: TRH receptor (human) agonism. P34981. hit rate 0.18% among 360,000. activation, % at 2 µM. AID 493084. TRHR cells, calcium flux fluo-8, FDSS agonist mode; note: 0% is about no effect
#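 Agonist-mode FDSS calcium read (Ex 480/Em 530, 1 s cycles) in 1536-well TRHR cells with fluo-8 dye, after 10-cycle baseline and 23 nL compound addition; TRH at EC20 (10 nM final) added afterwards for the enhancer phase.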
# D2 ag: activates the human D2 dopamine receptor; P14416; HEK293 T-REx D2 cells, calcium flux agonist mode; activation, % at 2 µM; hit rate 0.53% among 340,000;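 active = activation over 3 SD above normal in the single-dose calcium agonist read, cut at about 30% in these data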; note: 0% is about no effect
# Target sequence (P14416 whole entry, looked up): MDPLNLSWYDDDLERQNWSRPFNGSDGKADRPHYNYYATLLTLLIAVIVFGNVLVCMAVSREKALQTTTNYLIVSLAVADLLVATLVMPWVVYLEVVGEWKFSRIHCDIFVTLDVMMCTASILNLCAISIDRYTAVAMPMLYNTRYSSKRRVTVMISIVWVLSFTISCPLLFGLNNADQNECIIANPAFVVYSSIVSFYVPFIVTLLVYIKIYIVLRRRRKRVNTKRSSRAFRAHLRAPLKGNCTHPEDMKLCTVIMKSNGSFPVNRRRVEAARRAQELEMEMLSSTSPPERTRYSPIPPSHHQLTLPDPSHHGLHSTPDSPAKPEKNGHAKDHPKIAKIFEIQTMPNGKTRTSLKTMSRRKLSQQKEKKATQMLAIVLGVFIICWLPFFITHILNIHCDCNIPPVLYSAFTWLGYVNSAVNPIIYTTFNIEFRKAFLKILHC
#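 In this primary screen, compounds producing a positive calcium signal within 180 s of addition to tetracycline-induced, force-coupled HEK293 Trex D2 cells are flagged; cells are dye-loaded with a no-wash calcium kit beforehand.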
# TRHR PAM: allosteric enhancers of human TRH receptor | hit rate 0.66% among 360,000 | TRHR cells, fluo-8 calcium fluorescence, EC20 TRH enhancement | P34981 | enhancement, % at 2 µM; in the data active = enhancement above about 30%; note: 0% is about no effect
#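 Enhancer read-out: after compound pinning and an initial kinetic agonist-mode read, an EC20 of TRH (10 nM final) was injected and fluo-8 calcium signal (Ex 480/Em 530) followed at 1 s/cycle for 100 cycles in TRHR-expressing cells.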
# D2 antagonist: antagonizes the human D2 dopamine receptor. inhibition, % at 10 µM. HEK293 TREx D2 cells, calcium flux, dopamine EC80. AID 485344. hit rate 2% among 340,000. P14416; in the data active = inhibition above about 30%; note: 0% is about no effect
#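 Compounds are added to dye-loaded, induced HEK293 T-REx cells coupled to calcium release via D2; after a 3 min kinetic read an EC80 dopamine stimulus is given and fluorescence is recorded for 3 more min.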
# D2 PAM: positively modulates the human D2 dopamine receptor allosterically; P14416; HEK293 T-REx D2, calcium flux, EC20 dopamine potentiation; potentiation, % at 10 µM; hit rate 0.34% among 340,000; AID 485347;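 active = potentiation over 3 SD above the plate norm, cut at about 30% in these data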; note: 0% is about no effect
#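 Potentiation of an EC20 dopamine calcium response is measured in a force-coupled, tetracycline-inducible Hek293 Trex D2 line. Compound-only kinetic reads over 180 s flag agonists before dopamine addition.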
# D1 agonist: activates the human D1 dopamine receptor; activation, % at 2 µM; hit rate 1% among 360,000; HEK293 T-REx D1 cells, calcium flux, agonist mode; P21728; AID 504660; note: 0% is about no effect
#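 Inducible HEK293 T-REx D1 cells, force-coupled to calcium signalling, were plated at 4000 cells/well with tetracycline and held overnight at 30 C. After no-wash calcium dye loading, compound-evoked calcium rise over 180 s flagged agonists.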
# RXFP1 antag: blocks the human relaxin receptor RXFP1; Q9HBX9; activity change, negative = inhibition, % at 57.5 µM; hit rate 0.59% among 350,000; HEK293-RXFP1, relaxin-stimulated cAMP HTRF, 30 min; active compounds read low; AID 1259400;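 active = activity change of -60% or lower, but not beyond a set lower limit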; note: % is set by controls: 0 for no effect and ±100 for the full control effect
# D1 antagonist: antagonists of human D1 dopamine receptor. hit rate 3.2% among 360,000. activity change, negative = inhibition, % at 10 µM. AID 504652. P21728. HEK293 TREx D1 cells, calcium flux, dopamine EC80; active compounds read low; in the data active = activity change below about -30%; note: % is set by controls: 0 for no effect and ±100 for the full control effect
#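 Antagonism measured as reduced calcium response to an EC80 dopamine addition following 180 s compound pre-read; cells were inducible HEK293 Trex D1 plated overnight at 30 C, read kinetically at 1 cycle/sec.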
# * = called active by the depositor; x = no result given. Cut-off read from the data, not from the text of the source, unless noted: active = activation above about 30%; inactive = the rest.
# Under each structure – D1 PAM	TRHR agonist	D2 ag	TRHR PAM	D2 antagonist	D2 PAM	D1 agonist	RXFP1 antag	D1 antagonist
Cc1ccccc1C(=O)Nc1ccc2nc(SCC(=O)N(C)c3ccccc3)sc2c1
  -1	0.6	0.3	-10	x	-14	7	x	-14
COCCn1c(SCC(=O)NCc2ccco2)nnc1-c1c[nH]c2ccccc12
  2	0.4	x	3	x	x	-2	-4	-1
COc1ccc(-c2nc3ccccc3[nH]2)cc1
  -5	-1.2	0.1	3	-3	-14	0	-11	2
N/C(=N\OC(=O)c1cccc(C(F)(F)F)c1)c1cnccn1
  -2	0.0	-0.3	2	-4	-5	1	-1	11
C#CCOc1ccc(C2C3=C(CC(C)(C)CC3=O)N(CC(=O)O)C3=C2C(=O)CC(C)(C)C3)cc1
  5	0.3	-0.1	-2	7	-6	4	8	1
CCN(CCCNc1ncnc2nc[nH]c12)c1cccc(C)c1
  -10	-0.4	0.8	-3	-8	8	8	x	-36*
COc1cccc(-c2cc(C(=O)NC3CCCCC3)no2)c1
  -4	0.0	0.4	-1	-11	x	1	-17	0
O=C(CSc1ccccc1)Nc1ccc2c(c1)C(=O)NC2=O
  -5	-0.1	-0.4	-4	4	-5	2	-22	-28
CCn1cc(C(=O)O)c(=O)c2cc(F)c(N3CCN(C(=S)Nc4ccc(OC)cc4)CC3)cc21
  14	-0.9	0.0	-3	10	0	1	-22	8
Cc1ccc(C)c(N2CCN(C(=O)C3CCCN(S(=O)(=O)c4ccc5c(c4)oc(=O)n5C)C3)CC2)c1 (configuration not stated)
  -4	-0.6	0.5	0	x	0	5	x	-12
CN(C)CCn1c(NC(=O)c2ccc(Cl)cc2)nc2ccccc21
  -6	-0.9	-0.6	7	21	7	0	-5	5
O=C(COc1ccccc1F)OCC(=O)N1CCc2ccccc21
  -1	-0.7	-1.1	-7	2	-9	2	11	-13
O=c1c2ccccc2c(C=Nc2ccc(S(=O)(=O)Nc3ncccn3)cc2)c(O)n1-c1cccc(Cl)c1
  1	0.4	-0.3	-1	1	-11	2	x	8
COc1ccc(OCC(=O)N2N=C(C(F)F)CC2(O)C(F)F)cc1 (configuration not stated)
  -2	-0.1	-0.2	-5	-6	-5	3	24	15
COc1ccc(NC(=O)CN2CCc3ccccc3C2)cc1OC
  -2	0.0	0.9	2	14	0	8	-18	-6
COCCCNc1nc2c(-c3cccc(C)c3)nnn2c2ccccc12
  -4	0.5	0.2	-8	5	-5	4	4	-25
CC(C)OC(=O)C(CC(=O)O)NCc1ccccc1 (configuration not stated)
  -7	0.4	-0.6	16	68*	4	1	-4	-9
Cc1nn(C)c2ncc(C(=O)c3cc(F)ccc3O)cc12
  -5	-0.4	-1.3	4	-2	1	6	-4	-22
Cc1cccc(N2CCN(C(=O)Cn3nc(Cc4cccnc4)c4ccccc4c3=O)CC2)c1C
  2	-0.4	x	-11	x	-3	0	-23	1
O=C(CSc1n[nH]c(=O)[nH]c1=O)NC1CCCCC1
  3	0.3	-0.8	9	-25	3	3	5	10
CCNC(=S)NNC(=O)c1csc2ccccc12
  12	0.0	-0.2	1	-1	-6	1	9	-10
O=C(Nc1nnc(Cc2ccc(Cl)cc2)s1)c1cccnc1
  -2	-3.3	-3.6	0	-1	7	8	-2	1
Cc1ccc(NC(=O)C(c2ccccc2)N2CCN(CC(=O)N3CCOCC3)CC2)cc1 (configuration not stated)
  10	0.3	0.8	0	-19	-5	0	0	-13
COc1ccc(CCn2c(O)c(C3=c4ccccc4=NC3=O)sc2=S)cc1OC
  -1	0.1	-0.5	6	11	7	2	3	19
O=C(Nc1ccccc1-c1nnn(CC(=O)N2CCN(c3ccccc3)CC2)n1)c1cccs1
  -1	0.6	0.6	2	-1	3	2	-12	-2
COc1ccccc1CCN=C(N)NS(=O)(=O)c1cc(F)ccc1F
  -1	-0.7	-0.6	2	5	1	5	4	-1
O=C(NCCSCc1ccco1)Nc1ccccc1
  0	-0.7	-1.1	-6	1	-1	2	2	10
O=C(CC1NCCNC1=O)Nc1ccccc1F (configuration not stated)
  -2	2.6	x	5	x	17	0	x	2
Cc1ccc(-n2c(CCc3ccccc3)n[nH]c2=S)cc1C
  -2	-0.4	1.2	31*	4	9	0	7	-2
COc1ccc(/C=N/NC(=S)Nc2ccccc2)cc1
  1	0.4	1.0	-8	7	-6	0	2	-18

# A run of entries of the results above, for reference:
# Under each structure – D1 PAM	TRHR agonist	D2 ag	TRHR PAM	D2 antagonist	D2 PAM	D1 agonist	RXFP1 antag	D1 antagonist
Cc1ccc(-n2c(CCc3ccccc3)n[nH]c2=S)cc1C
  -2	-0.4	1.2	31*	4	9	0	7	-2
COc1ccc(/C=N/NC(=S)Nc2ccccc2)cc1
  1	0.4	1.0	-8	7	-6	0	2	-18

# (list continues)
# Under each structure – D1 PAM	TRHR agonist	D2 ag	TRHR PAM	D2 antagonist	D2 PAM	D1 agonist	RXFP1 antag	D1 antagonist
CC(C)C(NC(=O)CN1C(=O)c2ccccc2S1(=O)=O)C(C)C
  x	-0.7	1.4	15	0	16	7	x	20
CCn1c(N2CCN(C(=S)Nc3ccc(OC)cc3)CC2)nc2ccccc21
  -3	-1.3	-0.5	-4	10	-8	3	6	2
CCOc1ccc(N2C(=O)CC(S/C(N)=N/N=C/c3cccs3)C2=O)cc1 (configuration not stated)
  -4	0.0	-0.2	-1	6	0	4	-6	-4
O=C(/C=C/c1ccc2c(c1)OCO2)N1CCOCC1
  11	-0.3	-0.3	8	2	18	0	-2	-2
CCOC(=O)c1c(C)n(-c2ccccc2)c2ccc(OC(=O)c3cc(OC)cc(OC)c3)cc12
  0	-0.2	1.0	-1	x	-1	3	2	5
CCOc1ccc(-c2ncncc2-c2ccc(OC)cc2)c(O)c1
  -4	-1.1	-0.1	-3	8	11	5	-15	-2
Cc1ccc(C(=O)N/C(=C\c2cn(C)c3ccccc23)C(=O)NCCCN2CCOCC2)cc1
  0	0.1	x	5	x	x	1	12	7
O=C(CCC(=O)OCc1ccc([N+](=O)[O-])cc1)Nc1ccccc1Cl
  -11	-0.5	0.1	14	-9	14	9	3	-17
CS(=O)(=O)N1CCN(c2ccccc2NC(=O)c2ccc(Cl)cc2)CC1
  -3	-0.5	-0.2	-5	-10	-5	-4	-4	19
O=C(Cc1ccc(N2CCNC2=O)cc1)N1CCCC(Nc2cccc(F)c2)C1 (configuration not stated)
  -1	0.0	0.2	3	10	2	5	0	-6
Cc1nc2nc3c(cn2n1)C(=O)CC(c1ccccc1)C3 (configuration not stated)
  -3	-0.3	0.5	14	7	13	8	0	-6
NC(=O)c1ccc(NC(=O)CSc2nncn2-c2ccccc2)cc1
  -10	0.7	0.0	-4	21	9	1	-1	-5
O=S1(=O)C=CC(c2ccccc2)C1 (configuration not stated)
  -4	0.7	0.3	2	-5	6	1	-4	7
O=C(O)c1ccc2c(=O)n3c(nc2c1)/C(=C/c1ccccc1C(F)(F)F)CCCC3
  2	0.0	-0.5	2	1	1	9	4	0
C/C(=N\Oc1cccc(F)n1)c1ccc(Cl)cc1Cl
  -5	-0.3	1.3	-3	7	-3	5	-8	8
Cc1ccccc1N1CCN(S(=O)(=O)c2nnc(NC(=O)c3ccc(C(C)C)cc3)s2)CC1
  -3	0.4	-0.5	11	x	-8	3	-14	10
CCOC(=O)CSc1nnc(CNc2ccc(F)cc2)o1
  2	-1.4	-0.7	12	-9	5	3	-12	0
O=S(=O)(Nc1nc2n(n1)C(c1ccc(F)cc1)C=C(c1ccc(Cl)cc1)N2)c1ccccc1 (configuration not stated)
  -2	-0.1	x	2	x	6	0	9	1
Cc1cc(C)cc(NC(=O)CCNS(=O)(=O)c2ccc3c(c2)oc(=O)n3C)c1
  -2	0.6	0.1	-3	-20	-7	0	3	13
O=C(NCCN1CCOCC1)c1cc(S(=O)(=O)Nc2ccccc2F)c(Cl)cc1Cl
  -2	-0.4	1.5	-5	-6	-13	4	7	-1
CCOc1ccc(S(=O)(=O)NCCN2CCOCC2)c2ccccc12
  3	-0.2	0.0	10	-22	7	2	11	7
CCOc1ccc(CN(C)C(=O)CNC(=O)c2sc3ccccc3c2Cl)cc1
  -1	-0.8	1.1	17	4	-7	6	-3	-5
Cc1ccccc1C(=O)c1cccn1CC(=O)NC(C)c1ccccc1 (configuration not stated)
  -14	-0.4	0.4	-6	19	-6	2	-14	10
COc1ccc(S(=O)(=O)N2CCC(C(=O)N3CCCC3)CC2)cc1
  -6	0.4	1.7	-3	23	-2	4	-10	-17
O=C(Cc1ccccc1)Nc1nc(-c2cccs2)cs1
  -8	1.3	-0.1	20	-6	1	4	-1	-31*
CCOC(=O)c1ccc(NCc2cccnc2)cc1
  0	-0.5	-1.0	3	0	-3	2	8	1
O=C(Nc1ccc2c(c1)OCO2)O[C@@H]1C[C@H]2CCCC(=O)N3CC[C@@H](C1)[C@@H]23
  2	-0.6	0.5	8	-6	2	2	x	19

# Twelve structures out of the list, arranged by count of non-hydrogen atoms, high to low:
# Under each structure – D1 PAM	TRHR agonist	D2 ag	TRHR PAM	D2 antagonist	D2 PAM	D1 agonist	RXFP1 antag	D1 antagonist
Cc1ccc(C(=O)N/C(=C\c2cn(C)c3ccccc23)C(=O)NCCCN2CCOCC2)cc1
  0	0.1	x	5	x	x	1	12	7
O=S(=O)(Nc1nc2n(n1)C(c1ccc(F)cc1)C=C(c1ccc(Cl)cc1)N2)c1ccccc1 (configuration not stated)
  -2	-0.1	x	2	x	6	0	9	1
O=C(O)c1ccc2c(=O)n3c(nc2c1)/C(=C/c1ccccc1C(F)(F)F)CCCC3
  2	0.0	-0.5	2	1	1	9	4	0
Cc1cc(C)cc(NC(=O)CCNS(=O)(=O)c2ccc3c(c2)oc(=O)n3C)c1
  -2	0.6	0.1	-3	-20	-7	0	3	13
CCOc1ccc(N2C(=O)CC(S/C(N)=N/N=C/c3cccs3)C2=O)cc1 (configuration not stated)
  -4	0.0	-0.2	-1	6	0	4	-6	-4
Cc1ccccc1C(=O)c1cccn1CC(=O)NC(C)c1ccccc1 (configuration not stated)
  -14	-0.4	0.4	-6	19	-6	2	-14	10
NC(=O)c1ccc(NC(=O)CSc2nncn2-c2ccccc2)cc1
  -10	0.7	0.0	-4	21	9	1	-1	-5
CCOc1ccc(-c2ncncc2-c2ccc(OC)cc2)c(O)c1
  -4	-1.1	-0.1	-3	8	11	5	-15	-2
Cc1nc2nc3c(cn2n1)C(=O)CC(c1ccccc1)C3 (configuration not stated)
  -3	-0.3	0.5	14	7	13	8	0	-6
O=C(Cc1ccccc1)Nc1nc(-c2cccs2)cs1
  -8	1.3	-0.1	20	-6	1	4	-1	-31*
CCOC(=O)c1ccc(NCc2cccnc2)cc1
  0	-0.5	-1.0	3	0	-3	2	8	1
O=S1(=O)C=CC(c2ccccc2)C1 (configuration not stated)
  -4	0.7	0.3	2	-5	6	1	-4	7
